From PubChem
FN deposition inh – inhibitors of fibronectin matrix deposition, primary screen, AH1F cells, Alexa488-fibronectin fluorescence, plate reader; AH1F fibroblasts, overnight; inhibition, % at 12.6 µM; 350,000 compounds, 0.086% hits; AID 743247, 2014;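 active means mean inhibition across replicates of 30% or more, regardless of how many single replicates reach that level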;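 further: positive control wells lacked labelled fibronectin entirely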
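Assay system: AH1F fibroblasts / Quantity: 10000 cells per well / Medium: DMEM plus 2% serum, read in PBS / Reagent: labelled fibronectin 24 nM / Dosing: single dose, pinned / Times: 1 h cell attachment, overnight exposure to compound and label / Signal: fluorescence, ex 485 nm, em 525 nm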
EWS-Fli block – EWS/Fli-driven NR0B1 reporter inhibitors, primary screen, A673 cells, NR0B1 luciferase, luminescence, MLPCN library; viability-normalised; inhibition, % at 12.6 µM; 350,000 compounds, 0.67% hits;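 active means mean inhibition of at least 50% after viability correction, with every replicate also passing that limit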;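 further: firefly luciferase signal divided by Alamar Blue viability fluorescence both relative to DMSO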
S100A4 inh HTS – inhibitors of S100A4-myosin IIA peptide binding, primary screen, biochemical, fluorescence polarization, TAMRA-MyoIIA peptide | Protein S100-A4 (Homo sapiens), P26447 | inhibition, % at 10.7 µM | 360,000 compounds, 0.14% hits | AID 652163, 2013;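 active means mean inhibition of at least 70% across replicates, with every replicate also reaching that level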
Target sequence (P26447 whole entry, looked up): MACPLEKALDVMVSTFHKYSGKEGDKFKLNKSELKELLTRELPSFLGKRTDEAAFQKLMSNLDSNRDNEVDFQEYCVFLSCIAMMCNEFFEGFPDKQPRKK
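Compound dosing: one dose per compound; test system: human S100A4 monomer with TAMRA-labelled myosin IIA peptide; probe or stimulus: TAMRA-labelled myosin IIA heavy-chain peptide probe, 5 nM; medium: HEPES buffer with Ca2+, pH 7.2; schedule: 5 min incubation before reading; benchmarks: neutral control DMSO, positive control TFP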
RAD52 anneal inh – RAD52 DNA annealing inhibitors, primary screen, biochemical, FRET, single point, set 2; 360,000 compounds, 0.46% hits; DNA repair protein RAD52 homolog (Homo sapiens), P43351; inhibition, % at 18.7 µM; recombinant RAD52 DNA annealing, FRET fluorescence; AID 651710, 2012;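 active means every replicate showing at least 50% inhibition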
Xi reactivation – activators of inactive X chromosome reactivation, primary screen, imaging, XiGFP fibroblasts, GFP high-content imaging, set 2; XiGFP mouse fibroblasts, % GFP-positive cells imaging, 3 d; cells co-treated with 5-aza-dC sensitizer; scaled so ellipticine positive control = 100%; activation, % at 7.58 µM; 360,000 compounds, 0.055% hits;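 active means mean normalized replicate activation at least 10% and every replicate at or above 10%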;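 further: 0% = median of on-plate neutral control wells and 100% = ellipticine 6 µM median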
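Assay system: SV40-immortalized XiGFP fibroblast cells, line 68-5-11; buffer or medium: DMEM plus 5-aza-dC sensitizer; compound: one concentration, pinned; timing: compounds 3 days, fix/stain 15 min at room temperature; benchmarks: positive control ellipticine, 6 µM final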
E-selectin induc – E-selectin induction in HUVECs, primary screen, imaging, HUVEC, immunofluorescence imaging, single point; P16581; normalized: neutral wells 0, TNF-alpha wells 100; activation, % at 7.58 µM; 260,000 compounds, 0.37% hits; AID 686992, 2013;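 active means mean E-selectin-positive cell signal at least 10% of the positive control, reached in at least 60% of replicates, without over 20% cell loss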;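 further: in these data hits start at about 27%; measured in HUVEC primary endothelial cells; signal is the percent of cells scored E-selectin positive by PE staining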
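Read-out basis: % PE-positive cells; Test system: HUVEC primary endothelial cells; Technique: immunofluorescence imaging; Dosing: single-point compound dose.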
esBAF inh – Bmi1 luciferase reporter increase in mESCs, primary screen, esBAF inhibitor project, mouse ES cells, Bmi1 luciferase knock-in, single point | AID 602393, 2012 | reporter increase, % at 12.5 µM | 350,000 compounds, 2% hits | 24 h; 100% = twice the neutral-well signal; in the data active means activation above about 40%;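 further: 0% = median of the plate's neutral control wells and 100% = double that signal; a rise in the Bmi1 reporter signal indicates esBAF inhibition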
RAD54 branch – inhibitors of human RAD54 branch migration, primary screen, biochemical, fluorescence, single point; 360,000 compounds, 0.14% hits; RAD54 Holliday junction branch migration, FAM/BHQ fluorescence; AID 602329, 2012; inhibition, % at 10.4 µM;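 active means mean normalized replicate activity at least 40 and at least half of replicates scoring 40 or more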;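 further: 0% = median of neutral control wells and 100% = median of positive control wells; inhibitors cause a drop in the FAM fluorescence signal; in these data hits start at about 50%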
Target sequence (Q92698 whole entry, looked up): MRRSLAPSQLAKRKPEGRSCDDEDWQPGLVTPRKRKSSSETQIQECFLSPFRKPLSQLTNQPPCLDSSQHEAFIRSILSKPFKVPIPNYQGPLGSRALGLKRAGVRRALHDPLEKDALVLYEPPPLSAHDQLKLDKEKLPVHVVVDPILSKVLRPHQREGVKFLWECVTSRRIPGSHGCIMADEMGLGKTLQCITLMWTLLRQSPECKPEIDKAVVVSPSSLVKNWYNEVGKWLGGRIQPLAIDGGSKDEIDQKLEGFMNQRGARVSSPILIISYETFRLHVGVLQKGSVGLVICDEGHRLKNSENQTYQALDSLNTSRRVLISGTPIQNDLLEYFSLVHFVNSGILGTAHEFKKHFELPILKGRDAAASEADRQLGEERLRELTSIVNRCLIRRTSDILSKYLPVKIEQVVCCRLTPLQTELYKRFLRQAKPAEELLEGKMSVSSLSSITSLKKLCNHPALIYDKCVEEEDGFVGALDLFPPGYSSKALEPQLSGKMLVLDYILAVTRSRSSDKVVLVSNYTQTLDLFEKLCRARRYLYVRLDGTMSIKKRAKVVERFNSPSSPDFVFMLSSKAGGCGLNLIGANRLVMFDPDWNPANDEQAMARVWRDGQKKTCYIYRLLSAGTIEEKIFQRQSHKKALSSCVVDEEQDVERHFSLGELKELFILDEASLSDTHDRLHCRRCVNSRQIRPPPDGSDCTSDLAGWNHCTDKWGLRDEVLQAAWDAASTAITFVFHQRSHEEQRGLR
* marks the source's active call; other numbers are inactive results; x = not tested or not shown; & = joins results of further samples.

Structure	FN deposition inh	esBAF inh	S100A4 inh HTS	E-selectin induc	EWS-Fli block	RAD52 anneal inh	RAD54 branch	Xi reactivation
CCOC(=O)C/C(C)=N/NC(=O)CNc1cccc(Cl)c1C	2	x	-2	1.5	4	-21	x	0.0
Cc1ccc(C(=O)C2=C(O)C(=O)N(Cc3cccnc3)C2c2cccc(Oc3ccccc3)c2)o1 (configuration not stated)	6	x	-4	x	x	-15	x	0.3
CCn1cc(CN2CCC(n3nccc3NC(=O)CCOc3ccccc3)CC2)c(C)n1	-10	2	1	-0.1	x	-3	4	0.0
CCn1c(-c2cccn(Cc3ccc(Cl)cc3Cl)c2=O)n[nH]c1=S	0	-3	-2	x	6	-3	2	0.0
Cc1ccc(-c2csc(NC(=O)COc3ccc(N(C)S(=O)(=O)c4ccc(C)cc4)cc3)n2)cc1	-7	x	-20	-0.1	6	-38	x	-0.1
O=C(NC(=S)Nc1cc(Cl)ccc1Cl)c1ccco1	5	38	-2	0.3	-16	-3	-10	0.0
Cc1cccc(S(=O)(=O)N2C[C@H](O)COC[C@H]3O[C@@H](CC(=O)N4CCN(C)CC4)CC[C@@H]32)c1	-8	-3	-113	0.0	0	15	6	0.0
O=C(Cc1cccc(NC(=O)C2CCN(C(=O)C3CC3)CC2)c1)Nc1cccc(C(=O)N2CCCC2)c1	2	-6	0	0.0	-11	-5	0	0.0
CCN(CC(=O)Nc1ccc(NC(C)=O)cc1)C(=O)/C=C/c1ccc([N+](=O)[O-])cc1	3	0	7	-0.2	-4	-9	x	0.1
Cc1ccc(NC(=O)CN(C)C(=O)COC(=O)COc2cc(C)cc(C)c2)cc1	-5	-3	-3	0.0	-3	-16	-15	-0.1
O=C(CCCNC(=O)c1ccc(Cl)cc1)NCc1ccccc1Cl	5	-4	-4	0.8	4	6	5	0.4
O=C(CSc1nnc(-c2ccncc2)o1)Nc1cccc(Cl)c1	-15	36	-1	x	-44	-8	-7	-0.2
COc1ccc(NC(=O)CSc2nc3ccccc3c3nc4ccccc4n23)cc1	4	x	-4	x	16	-16	x	0.0
CCn1cc(C(=O)NCC(=O)NCCCN2CCOCC2)c(=O)c2cc3c(cc21)OCO3	1	4	-2	0.4	x	-7	4	0.0
Cc1ccc(S(=O)(=O)CCC(=O)NCCC2=CCCCC2)cc1	7	3	0	4.3	-4	-9	-4	0.0
O=C(CCl)N(CCc1ccccc1)CCc1ccccc1	-1	10	0	x	59*	-6	6	0.4
COc1cc(/C=C2\SC(=O)NC2=O)ccc1Oc1cnccn1	7	18	-1	x	-5	-11	x	0.3
O=C(CCC(=O)c1cccs1)NNC(=O)c1ccc(Cl)cc1	0	-7	0	0.8	0	-8	-2	0.0
c1ccc2[nH]c(-c3ccc4c(c3)OCO4)nc2c1	2	x	1	x	-32	-17	6	0.0
COCC(=O)Nc1ccc2c(c1)[C@H]1C[C@@H](CC(=O)NC3CCCCC3)O[C@@H](CO)[C@H]1O2	-22	-2	-2	-0.5	2	-4	-14	0.5
CCOC(=O)N(C)C[C@@H]1OCc2cn(nn2)CCCC(=O)N([C@H](C)CO)C[C@H]1C	0&9	-1	-4&-1	0.1	-2&-2	3&-1	5	0.0&0.2
CCC1(c2ccccc2)NC(=O)N(CC(=O)N(C)Cc2c(F)cccc2Cl)C1=O (configuration not stated)	5	6	1	0.1	7	-10	2	0.1
Cc1cnc(NC(=O)c2cc3c(C)nn(-c4ccccc4)c3s2)s1	x	8	-1	x	22	-26	-1	x
N#C[C@H]1[C@@H](c2ccc(C3=CCCCC3)cc2)[C@@H](CO)N1S(=O)(=O)c1ccccc1	-5	0	-3	1.9	10	-13	6	0.0
COC(=O)c1ccc(COc2cc(C)ccc2C)o1	-15	70*	-1	x	-38	-10	1	0.1

esBAF inh: entries above that show a hit.
mol,esBAF inh,S100A4 inh HTS,RAD52 anneal inh
COC(=O)c1ccc(COc2cc(C)ccc2C)o1,70*,-1,-10

Later entries
Structure	FN deposition inh	esBAF inh	S100A4 inh HTS	E-selectin induc	EWS-Fli block	RAD52 anneal inh	RAD54 branch	Xi reactivation
CC[C@H](C)[C@H](NC(=O)OCc1ccccc1)C(=O)OCC(=O)N(C)CC(=O)Nc1ccccc1Cl	-2	x	-1	x	2	-11	4	0.0
CO[C@H]1CN(C)C(=O)c2ccc(NC(=O)NC(C)C)cc2OC[C@H](C)N(CCC(F)(F)F)C[C@@H]1C	6	-1	-10	-0.1	2	-6	-4	0.2
Cc1ccc(S(=O)(=O)N[C@@H]2CC[C@H](CCn3cc(-c4cccc(F)c4)nn3)O[C@H]2CO)cc1	-4	18	-7	0.1	10	1	-6	0.1
CC1CC(C)CN(c2ccc([N+](=O)[O-])nc2)C1 (configuration not stated)	-5	x	2	-0.1	3	8	x	0.0
COC(=O)[C@]12CCCCC=C1N(Cc1cccc3ccccc13)C(=O)[C@H](CC(=O)NCc1cccs1)C2	4	x	-1	0.1	1	-13	x	0.3
O=C(CCNC(=O)C1CCN(S(=O)(=O)c2ccc(F)cc2)CC1)NCCc1cccc(F)c1	-2	-2	-3	x	-7	-11	2	0.1
CN(C)C(=O)[C@H]1[C@H](CO)[C@H]2Cn3c(ccc(C4=CCCC4)c3=O)[C@@H]1N2C	x	-3	-3	0.0	2	-5	3	0.2
O=C(O)CSc1nnc(-c2ccc(Cl)cc2Cl)n1-c1ccc(Cl)cc1	-1	-7	-2	-0.2	-9	-11	7	-0.1
O=C1c2ccccc2NC(c2ccccc2)N1CCCN1CCOCC1 (configuration not stated)	1	3	-3	-0.1	3	3	8	0.1
CN1CCCCN2[C@H](CO)[C@H](c3ccc(C#Cc4ccccc4F)cc3)[C@@H]2C1	x	4	1	0.2	-18	-9	-2	0.2
O=C(NCc1cccs1)c1ccc([N+](=O)[O-])cc1	0	x	-3	0.2	1	0	x	-0.1
C[C@@H]1CN([C@H](C)CO)C(=O)c2cc(NC(=O)Cc3ccccc3)ccc2O[C@@H](C)CCCCO[C@@H]1CN(C)C(=O)c1ccccc1	x	-8	11	-0.1	-3	2	0	-1.3
C=CCN=C1NC(c2ccc(F)cc2)C(C(=O)OC)=C(C)N1Cc1ccccc1C(F)(F)F (configuration not stated)	-18	x	1	-0.1	5	-18	x	-0.1
CN(C)CCN(C(=O)c1ccc(C(=O)c2ccccc2)cc1)c1nc2cc3c(cc2s1)OCCO3	11	7	-6	-0.2	-51	63*	-4	0.0
O=C(Cn1nc([N+](=O)[O-])nc1Br)NC1CCCCC1	3	x	0	-0.2	7	13	-2	0.0
CCN(CC)CCOC(=O)c1ccc(NC(=O)CCNC(=O)Cn2ccc3ccccc3c2=O)cc1	x	-1	-4	x	x	-10	-5	x
CCOC(=O)CN1C(=O)N(CC)C(C)=C(C(=O)OC)[C@@H]1c1ccccc1	-11	0	4	x	-3	-6	-2	0.0
CO[C@H]1CN(C)C(=O)c2cc(NC(=O)Cc3ccccc3)ccc2OC[C@@H](C)N(C)C[C@@H]1C	x	2	3	0.4	0	3	6	-0.2
CCCCN1C(=O)C(CC(=O)NC(c2ccccc2)c2ccccc2)CC(C(=O)N(C)C)=C1C (configuration not stated)	-3	2	0	x	-1	-11	-3	-0.1
C[n+]1ccc(/C=C/c2cccs2)cc1	5	-9	-5	x	-23	-4	-3	-0.1
O=C(CN1C(=O)COc2ccccc2C1=O)c1ccc2c(c1)OCCO2	-5	13	-1	0.4	-4	-8	-7	0.2
O=c1[nH]c2c(c(=O)[nH]1)CCCCCC2	-3	0	-2	0.0	0	-6	5	0.0
COc1cccc(C(=O)CC(C(=O)O)c2ccc(Cl)cc2)c1 (configuration not stated)	2	-2	-2	0.2	6	-4	-4	0.3
COc1ccc([C@H]2CN(c3ccc(OC)cc3)C(=O)[C@@H]2CC(=O)Nc2ccc(Br)cc2)cc1	-2	-3	-1	0.1	19	-14	x	0.0
C[C@@H]1CN([C@H](C)CO)C(=O)Cc2cc(NC(=O)Nc3ccc4c(c3)OCO4)ccc2O[C@@H]1CN(C)S(=O)(=O)c1ccc(Cl)cc1	13	-8	18	-11	4	5	4	0.0

Ordered by value in S100A4 inh HTS (high to low): some entries from above
canonical_smiles	S100A4 inh HTS
CO[C@H]1CN(C)C(=O)c2cc(NC(=O)Cc3ccccc3)ccc2OC[C@@H](C)N(C)C[C@@H]1C	3
O=C(CN1C(=O)COc2ccccc2C1=O)c1ccc2c(c1)OCCO2	-1
CN(C)C(=O)[C@H]1[C@H](CO)[C@H]2Cn3c(ccc(C4=CCCC4)c3=O)[C@@H]1N2C	-3

(listing goes on)
Structure	FN deposition inh	esBAF inh	S100A4 inh HTS	E-selectin induc	EWS-Fli block	RAD52 anneal inh	RAD54 branch	Xi reactivation
O=C(c1ccccc1)N1CC(=O)N2[C@H](C1)[C@H](c1ccc(C#Cc3ccccc3)cc1)[C@@H]2CO	x	x	10	-0.2	x	-8	x	0.4
O=C(CCN1CCCCC1)N[C@@H]1CC[C@H](CCNS(=O)(=O)c2ccc(F)cc2)O[C@@H]1CO	x	0	-3	3.3	1	10	-9	-0.1
Cc1c(C#N)c(O)n(CCO)c(=O)c1N=Nc1ccc(S(N)(=O)=O)cc1	-6	-15	0	-0.1	8	-144	-2	0.0
CC(C)CC#Cc1ccc2c(c1)O[C@H](CN(C)C(=O)c1cccc(F)c1)[C@@H](C)CN([C@@H](C)CO)S2(=O)=O	0	-4	3	-0.7	20	13	-6	0.1
CCC(C(=O)OCC(=O)Nc1cc(OC)ccc1OC)c1ccccc1 (configuration not stated)	x	x	-5	x	5	-10	x	-0.3
Cc1noc(C)c1NC(=O)Nc1ccc2c(c1)C(=O)N([C@@H](C)CO)C[C@H](C)[C@@H](CN(C)Cc1ccccc1)O2	x	-2	-2	0.1	-5	0	1	-0.1
CC1Cc2ccccc2N1S(=O)(=O)c1cccc(C(=O)N2CCN(c3ncccn3)CC2)c1 (configuration not stated)	-18	x	-5	x	-29	4	x	0.0
O=C(C[C@H]1CC[C@@H](NC(=O)CCN2CCCCC2)[C@@H](CO)O1)NCc1ccc(Cl)c(Cl)c1	-7	-1	9	-0.3	2	-4	1	0.3
COc1ccc(C(=O)C2CC2c2ccc3c(c2)OCO3)cc1 (configuration not stated)	7	5	2	x	-3	-14	x	0.0
CC(C)(C)OC(=O)N[C@@H](C(=O)OC(C)(C)C)c1ccccc1	0	-2	4	-0.1	-4	-19	-1	0.1
CO[C@@H]1CN(C)C(=O)c2ccc(NC(=O)C3CC3)cc2OC[C@H](C)N(C(=O)c2cccnc2)C[C@H]1C	-6	2	-5	-0.3	-2	-12	-3	-0.1
CC(C)CC(NC(=O)C(CC(C)C)NC(=O)C(Cc1ccc(OCc2ccccc2)cc1)NC(=O)OC(C)(C)C)C(N)=O (configuration not stated)	-1	-4	-1	x	1	-7	-3	0.1

No enrichment for hits. Share with any hit: about 3%.
